PriA SSB inh = inhibitors of Klebsiella pneumoniae PriA binding to SSB C-terminal tail, primary screen, biochemical, AlphaScreen | AlphaScreen SSBct-PriA binding, biotinylated peptide | inhibition, % at 33 µM | 430,000 tested, 0.6% active; in the data active = inhibition mostly above about 37%, no sharp cut-off; inactive = mostly below about 20%;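 note: plate controls were negative control peptide for no effect and reference peptide for full effect; strong numbers were not always called active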
An asterisk follows results filed as active; & = joins results of further samples.

Start of the listing, in advance:
SMILES,PriA SSB inh
C(=Nc1nc2ccccc2n1CCN1CCCCC1)c1cccs1,-8
COc1ccc(OC)c(S(=O)(=O)Nc2ccc3c(c2)N(S(C)(=O)=O)CCC3)c1,12

All compounds of this part, from the first entry:
SMILES,PriA SSB inh
C(=Nc1nc2ccccc2n1CCN1CCCCC1)c1cccs1,-8
COc1ccc(OC)c(S(=O)(=O)Nc2ccc3c(c2)N(S(C)(=O)=O)CCC3)c1,12
O=C(Nc1ccc(Br)c(C(=O)c2ccccc2Cl)c1)c1cc(=O)c2ccccc2o1,-7&3
Cc1cc(=O)[nH]c(-n2nc(C)c(CCC(=O)Nc3ccc(F)c(Cl)c3)c2C)n1,-8
COCCn1nc(CNC(=O)Nc2cccs2)cc1-c1ccco1,-6
O=C(CSc1ccc(Cl)cc1)N1CCN(c2nc3c(F)cccc3s2)CC1,-14
CC(=O)Nc1ccc(S(=O)(=O)NCCNc2ccc(Nc3ccccn3)nn2)cc1,-8
O=C(Cn1cc(-c2ccc(F)cc2)cn1)NCc1ccnc(-c2ccsc2)c1,4
O=C(NC[C@H](O)c1ccoc1)Nc1cccc(Cl)c1,6
CCOCCn1c(=NC(=O)c2ccccc2Cl)sc2cc(S(N)(=O)=O)ccc21,0
O=C(CCSc1ccccc1)N1CCC(c2cccs2)CC1,-41
O=C(NCc1nnc(SCc2ccccn2)o1)c1ccccc1,1
CN(C)CCN(C(=O)CCSc1ccccc1)c1nc2cc3c(cc2s1)OCO3,-10
COc1ncc(NC(=O)c2ccccn2)cn1,-7
O=S(=O)(Nc1ccncc1)c1ccc(I)cc1,-5
CCOc1ccc(-n2c(CNC(=O)c3ccc(S(=O)(=O)N(C)C)cc3)nnc2SCC(=O)Nc2ccc(F)cc2)cc1,-25
O=C(Nc1nnc(SCC(=O)N2CCCc3ccccc32)s1)c1cccc(Cl)c1,2
Cc1ccc(S(=O)(=O)N2CCC(C(=O)Nc3sc4c(c3C#N)CCCC4)CC2)cc1,4
Cn1nc(C(=O)N2CCS[C@H]2c2ccccc2F)ccc1=O,-1
S=c1[nH]nc(-c2ccccc2Cl)o1,3
CCc1cc(C(Cc2cscn2)=NO)c(O)cc1O,-9
Nc1nc(SCC(=O)Nc2cccc(C(F)(F)F)c2)n[nH]1,-6
FC(F)(F)c1cccc(-c2nnn3c2nc(NCc2cccs2)c2cc(Cl)ccc23)c1,-19
COc1ccc(NC(=O)c2ccc3c(c2)C[C@@H](c2ccc(F)cc2)OC3=O)c(OC)c1,-7
Cn1nc(CNC(=O)C2c3ccccc3Oc3ccccc32)cc1-c1ccncc1,4
COC(=O)c1ccc(OC)c(CN2C=NS(=O)(=O)c3ccc(C(F)(F)F)cc32)c1,-6
Cc1cc(C(=O)Nc2nccs2)no1,-13&4
Cc1cccc(C(=O)Nc2nc(-c3ccccn3)cs2)c1C,73*
Cc1nc(OCC(=O)Nc2cc(C)on2)cc(-n2cccn2)n1,0
COc1ccc(-c2cc3c(N4CCN(c5cccc(Cl)c5)CC4)nccn3n2)cc1,-10
O=C(Cc1ccc(-n2c(=O)[nH]c3ccsc3c2=O)cc1)Nc1ccc2c(c1)OCCO2,34
O=C(NCC1(Sc2ccccc2)CCOCC1)c1cc(-c2ccco2)on1,1
O=C(NCC(O)c1ccc2c(c1)CCO2)Nc1cccs1 (stereo not given),-16
COc1ccc(-n2nnc(C(=O)OCc3ccccc3Cl)c2C)cc1Cl,-41
Cc1ccc(CNC(=O)Cn2c(CO)c[nH]c2=S)cc1,4
CC(=NNC(=O)c1cccc(C)c1)c1c(O)cc(C)oc1=O,-2
O=S(=O)(Cc1ccco1)C1CCN(S(=O)(=O)C2CC2)C1 (stereo not given),-8
COCCNC(=O)N1CCC(Oc2ncccc2Cl)CC1,-6
CSc1cccc(NC(=O)Cn2nc(SC)c(-c3nc(-c4ccc(Cl)cc4)no3)c2N)c1,9
S=c1[nH]nc(-c2ccco2)n1N=Cc1ccc(Cl)c(Cl)c1,-6
CCOc1ccccc1NC(=O)C(=O)NCC1CCN(C(C)C)CC1,-8
CC1CCCN(S(=O)(=O)c2ccc(Oc3ccc(S(=O)(=O)N4CCCC(C)C4)cc3)cc2)C1 (stereo not given),-29
COc1ccc(Br)cc1C=NNC(=O)c1cccc(S(=O)(=O)N2CCOCC2)c1,1
CCOc1ccc(S(=O)(=O)N2CCN(Cc3ccccc3)CC2)c2ccccc12,-9&-4
O=C(c1cccs1)N1CCN(c2ccc(-c3ccco3)nn2)CC1,-2
CC(C)Sc1ccc2nn(CC(=O)Nc3cccc(F)c3)c(=O)n2n1,-10
Cc1cc(CNC(=O)COc2ccc(Cl)cc2Cl)nc(N2CCCCC2)n1,-4
NCC1(O)CCOCC1,4
O=C(NCc1cccs1)NC1CCCC(O)C1 (stereo not given),2
O=C(Nc1ccc(Br)cc1F)C1CCCN(c2cc(-n3cncn3)ncn2)C1 (stereo not given),-4

Next section.
SMILES,PriA SSB inh
Cc1ccc(-n2cc(C(=O)NCc3ccccc3Cl)nn2)cc1,-4
CNC(=O)Cn1cnc2c([nH]c3ccccc32)c1=O,-10
CCOP(=S)(NNc1cccc(C(F)(F)F)c1)OCC,-7
O=C(Nc1cccc(C(F)(F)F)c1)N1CCN(c2ccc(-n3cccn3)nn2)CC1,9
O=c1cc(-c2ccc(F)cc2)ncn1C1CCCC1,-48
O=C(Cn1nc2c(c1NC(=O)c1cccc(Cl)c1)CSC2)NCCc1ccccc1,-6
Cn1cc(C(=O)N(Cc2cccs2)Cc2cccn2C)nn1,3
CCOC(=O)c1nn(-c2cccc(C)c2)c(=O)c2c(NC(=O)Cc3c[nH]c4ccccc34)scc12,-9
Cc1cc2ncc(CCCNC(=O)Nc3ccc(C(F)(F)F)cc3)cn2n1,0
CCCNC(=O)Cn1nc(C2CC2)c2cnn(-c3ccc(C)c(C)c3)c2c1=O,-8
COc1ccc(-n2ccn(CC(=O)Nc3ccc(Cl)cc3)c2=O)cc1,-12
O=S(=O)(c1ccc2c(c1)OCCO2)N1CCN(c2cc(Cl)ccc2Cl)CC1,-14&-9
O=C(NCc1ccsc1)C(=O)Nc1cc(F)ccc1F,0
Cc1noc(C)c1CC(=O)N1CCC(Oc2ncccc2Cl)CC1,-5
NC(=NOC(=O)COc1ccc2ccccc2c1)c1ccncc1,-4
CCc1cccc(C)c1NC(=O)C[C@@H](C(=O)O)N1CCN(C)CC1,0
O=C(CSc1ccc(Cl)cc1)N1CCCc2ccccc21,-38&-20
N#Cc1cc([N+](=O)[O-])ccc1Oc1cccc(C=NNC(=O)c2cccc(Cl)c2)c1,5
COc1ccc(C=NNC(=O)CCc2c(C)n[nH]c2C)cc1O,4
CC(=O)c1cccc(NC(=O)[C@@H]2CSc3nc(C(C)(C)C)cc(=O)n3C2)c1,-9
COc1cccc(OCC(=O)Nc2ccc3c(c2)C(=O)NCCO3)c1,-1&0
COc1ccc([C@@H]2CC(=O)N(CC(=O)Nc3ccc(F)cc3F)c3ccccc3S2)cc1,-12
Cc1c(C(=O)OC(C)C)c2cc(OC(=O)c3ccco3)ccc2n1C(=O)c1ccco1,5
COC(=O)c1ccc2c(=O)n(CC(=O)NCc3ccc(F)cc3)c(=S)[nH]c2c1,-12
Cc1nn(-c2ccccc2)c(C)c1C=NNC(=O)CSc1nnc(SCc2ccc(Cl)cc2)s1,-7
CCOC(=O)N1CCN(C(=O)Nc2nc(CC(=O)NC3CCCCCC3)cs2)CC1,1
O=C(NCCC(c1ccccc1)c1ccccc1)c1ncccn1,-6
Cn1cc(C(=O)N2CCOCC2)cc(NC(=O)c2ccc(F)c(F)c2)c1=O,7
COc1ccc(N2CCN(CCNC(=O)c3cccc4ccccc34)CC2)cc1,11
COc1ccccc1N1CCN(C(=O)c2cc(=O)c(OC)co2)CC1,-3&0
O=C(Nc1nc(-c2ccco2)cs1)C1CC(=O)N(c2cccc(Br)c2)C1 (stereo not given),-14
COc1ccc(-c2c(C#N)c(SCC(=O)NCCc3ccccc3)nc3c2C(=O)CC(C)(C)C3)cc1,-1
COc1cc(OC)c(NC(=O)COc2cc(C)nc(-c3ccc(C(F)(F)F)cc3)n2)cc1Cl,0
Cc1ccc(C(=O)Nc2nnc(-c3ccccc3)o2)cc1,-11
CSc1cccc(NC(=O)C(=O)NCCN2CCN(c3ccccc3F)CC2)c1,-1
O=C(CSc1ccc2nnc(-c3cccc(F)c3)n2n1)NC1CCCC1,-18
Cc1cc(C(=O)Nc2ccc(Cl)cc2C(=O)c2ccccc2)nn1C,3
C[C@](O)(CNC(=O)c1ccc(OC(F)(F)F)cc1)C1CC1,-19
COC(=O)N1CCC(CNC(=O)c2cc(C)oc2C)CC1,-7
COc1ccc(Nc2nc(N3CCN(C(=O)c4ccco4)CC3)nc3[nH]ncc23)cc1,-13
O=C(Nc1nc2sc3c(c2c(=O)s1)CCCC3)c1ccc([N+](=O)[O-])cc1,11
O=C(NCc1ccc2c(c1)OCO2)C(=O)NCC(O)c1ccoc1 (stereo not given),-8
CC1CCN(C(=O)COc2coc(CN3CCN(c4ccccc4F)CC3)cc2=O)CC1,7
COC(=O)N1CCC(CNC(=O)C(=O)Nc2ccc3c(c2)N(S(C)(=O)=O)CCC3)CC1,-16
COc1ccccc1NC(=O)NCCCn1nc(-c2ccco2)ccc1=O,-16
CSc1ccccc1C(=O)N1CCO[C@H](c2cc(Cl)cc(Cl)c2)C1,-29
O=C(CCCCc1nc2ccccc2s1)OCC(=O)c1ccc(F)cc1,6
CC(=O)Nc1ccc(NC(=O)c2ccoc2COc2ccccc2)cc1,-9
O=C(NCCn1nc(-c2ccncc2)ccc1=O)Nc1ccc(F)cc1F,-9
O=C(NCCc1cccs1)c1nnn(Cc2ccccc2)c1-n1cccc1,-4

(more compounds)
SMILES,PriA SSB inh
CC(O)(CNC(=O)c1ccc(C(F)(F)F)nc1)c1cc2ccccc2s1 (stereo not given),-18
COC(CN1C(=O)C(=O)C(=C(O)c2ccccc2)C1c1ccccn1)OC (stereo not given),0
COCCNC(=O)Nc1nc2c(C)ccc(Cl)c2s1,3
COc1ccc(CCn2c(N/N=C\C=C\c3ccc([N+](=O)[O-])o3)nc3c2c(=O)[nH]c(=O)n3C)cc1,3
CC(C)CCNC(=O)/C(C#N)=C1\N=C(NC(=O)c2cccnc2)c2ccccc21,-5
CSc1ccc(C=NNC(=O)CN2CCN(Cc3ccc(C)cc3)CC2)cc1,0
Cc1ccc(S(=O)(=O)NCCn2nc(-c3ccco3)ccc2=O)s1,-2
COc1cn(CC(=O)Nc2ccc3c(c2)OCO3)c(CSc2nccn2C)cc1=O,-2
Cc1ccsc1C=NNC(=O)c1ccc([N+](=O)[O-])cc1,-7
O=C(Nc1ccccc1-c1nc2ccccc2[nH]1)c1cc(Cl)ccc1[N+](=O)[O-],-3
CS(=O)(=O)N(CC(=O)NN=Cc1ccccn1)c1ccc(Oc2ccccc2)cc1,-10
COc1ccc2oc(-c3csc(NC(=O)c4ccc5ncsc5c4)n3)cc2c1,2
C=CCN1C(=O)C(C)(C)COc2cc(NS(=O)(=O)c3cc(C)ccc3OCC)ccc21,-14
Oc1ccc(C=NNc2ncc(Br)cn2)c(O)c1,-5
CS(=O)(=O)c1ccc(CC(=O)Nc2nnc(C3CCCCC3)o2)cc1,-4
O=C(Cc1ccsc1)Nc1ccc2c(c1)CCCN2C(=O)c1ccccc1,5
COC(=O)c1sccc1S(=O)(=O)N1CCC(Oc2cnccn2)CC1,-23
COCCN1CCCc2ccc(NS(=O)(=O)c3cc(C)ccc3C)cc21,31
O=C(CN1CCCc2ccccc21)NN=Cc1ccccc1,5
ON=C(c1ccc2c(c1)OCCO2)C1CCCCC1,-8
COc1cc(NC(=O)c2ccno2)ncn1,-5
CCOc1ccccc1-n1nncc1SCC(=O)NC(C)C,0
O=C(CSc1n[nH]c(=O)c2cc(-c3ccco3)nn12)N1CCN(c2ccccc2F)CC1,6&13
Cc1ccccc1C=NNc1ncnc2nc[nH]c12,-1
COc1cc(C)c(C)cc1S(=O)(=O)n1cnc(C)c1,7
COc1cccc(C=NNC(=S)Nc2cccc(S(=O)(=O)N(C)C)c2)c1,11
COc1ccccc1-c1cn2nnc(C(=O)NCc3nc4ccccc4n3C)c2c(=O)[nH]1,4
NNC1=NS(=O)(=O)c2ccccc21,28
CC(C)N1CCc2c(sc(NC(=O)CS(=O)(=O)c3ccc(Cl)cc3)c2C(N)=O)C1,-14
CCS(=O)(=O)c1ccc(-c2ccc(NC(=O)c3sc(-c4ccccc4)nc3C)cc2)nn1,-18&-15
CC(C)(C)C(=O)N1CCCC(c2nnc(Cc3ccc(F)cc3)o2)C1 (stereo not given),-12
COc1ccc(N=Cc2c(NCc3ccccc3)nc3c(C)cccn3c2=O)cc1,8
Cn1nc(CN(C(=O)NCc2ccc(F)cc2)C2CCCC2)cc1C1CC1,-19
O=C(CN1C(=O)NC(c2cccc(Cl)c2)C2=C1COC2=O)Nc1ccccc1Cl (stereo not given),-11

Another view of part of the listing above:
COc1cccc(C=NNC(=S)Nc2cccc(S(=O)(=O)N(C)C)c2)c1
  PriA SSB inh: 11

CC(C)(C)C(=O)N1CCCC(c2nnc(Cc3ccc(F)cc3)o2)C1 (stereo not given)
  PriA SSB inh: -12

NNC1=NS(=O)(=O)c2ccccc21
  PriA SSB inh: 28

COc1ccc(N=Cc2c(NCc3ccccc3)nc3c(C)cccn3c2=O)cc1
  PriA SSB inh: 8

Screens: PubChem, Small Molecule Screening Facility, UW Madison

An excerpt; count on the stated rates, not on these rows.
